EBV gp42 block – inhibitors of Epstein-Barr virus glycoprotein 42; Q1HVG2; Fluorescence polarization binding assay, mP read-out; inhibition, % (tested at 21.74 µM); 0.42% of 220,000 active; AID 1085; in the data active means inhibition above about 50%
Furin inhibitor – blocks human furin protease activity; P09958; purified furin, fluorogenic substrate cleavage; inhibition, % at 30 µM; 0.061% of 220,000 active; AID 463115; in the data active means inhibition above about 25%; further: inactives centre near -15
thrombin 1536 – blocks human thrombin protease activity; P00734; inhibition, % at 5 µM; alpha-thrombin, Boc-VPR-AMC fluorogenic substrate cleavage; 0.26% of 220,000 active;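 active means inhibition at or above 40%; inactive means inhibition below 40%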;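 further: 0% = enzyme with no compound and 100% = wells without enzyme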
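System – human alpha-thrombin · Medium – pH 7.5 Tris (50 mM) with NaCl 150 mM, Tween 20 0.05% · Compound – single-point dosing at 5 µM, 0.2% DMSO · Incubation – enzyme reaction carried out at room temperature · Technique – fluorescence of released AMC, ex 355 nm, em 460 nm · Read-out basis – % inhibition of thrombin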
hK5 inh – kallikrein 5 (human) inhibition. inhibition, % at 5 µM. Q9Y337. recombinant hK5, fluorogenic AMC substrate cleavage. AID 873. 0.59% of 210,000 active;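 active means inhibition of 40% or more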;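 further: 0% = enzyme controls without compound and 100% = no-enzyme blanks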
Target sequence (Q9Y337 67-293 limits assumed): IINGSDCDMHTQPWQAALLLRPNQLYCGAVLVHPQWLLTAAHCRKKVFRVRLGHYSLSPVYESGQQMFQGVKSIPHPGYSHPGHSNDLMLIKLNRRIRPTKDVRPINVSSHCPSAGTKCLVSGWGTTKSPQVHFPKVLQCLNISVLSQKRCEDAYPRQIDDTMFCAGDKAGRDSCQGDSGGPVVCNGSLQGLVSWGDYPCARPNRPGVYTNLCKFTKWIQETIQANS
eIF4E 4G PPI – blocks eIF4E binding to eIF4G; AID 782; 0.37% of 220,000 active; TR-FRET eIF4E-eIF4GI(517-606) binding, 2 h; inhibition, % at 21.7 µM;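 further: 0% = full FRET control wells and 100% = background wells lacking eIF4GI fragment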
KCC2 mod – modulates chloride dependent transport by human KCC2 | AID 1456 | Q9H2X9 | B-score of Tl+ flux slope (higher = more flux/activation; lower = inhibition) at 10 µM | 2.2% of 190,000 active | KCC2 cells, thallium flux FluoZin-2 fluorescence;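 active means thallium flux slope and its plate-corrected score both differing from the plate sample mean at a set confidence after two filtering rounds, in either direction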;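 further: slope of fluorescence scaled to starting intensity during 10 to 20 s after thallium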
14-3-3 Bad PPI – disrupts binding of bovine 14-3-3 zeta to phospho-Bad peptide; TR-FRET 14-3-3zeta/Dy647-pBad peptide displacement, 1 h; inhibition, % at 21.7 µM; 0.71% of 220,000 active; AID 781;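 active means inhibition above about 70%, limit read from the data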;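 further: 0% = full 14-3-3 plus peptide FRET controls and 100% = background without 14-3-3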
Rad51 HR inh – blocks human Rad51 in homologous recombination. hRad51 DNA strand exchange, fluorescence dequenching. inhibition, % at 10 µM. 0.085% of 200,000 active. AID 1385;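 active means inhibition above 40% at the single screening dose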;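 further: 0% = DMSO control wells and 100% = blanks with heterologous ssDNA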
Target sequence (Q06609 whole entry, looked up): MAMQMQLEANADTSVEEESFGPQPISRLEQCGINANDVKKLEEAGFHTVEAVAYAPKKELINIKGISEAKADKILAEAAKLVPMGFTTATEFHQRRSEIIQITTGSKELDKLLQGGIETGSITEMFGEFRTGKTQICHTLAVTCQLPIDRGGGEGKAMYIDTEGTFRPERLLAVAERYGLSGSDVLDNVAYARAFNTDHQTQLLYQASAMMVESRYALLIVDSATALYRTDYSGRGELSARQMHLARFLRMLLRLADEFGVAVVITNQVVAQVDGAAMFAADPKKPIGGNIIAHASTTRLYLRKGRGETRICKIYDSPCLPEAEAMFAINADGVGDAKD
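Assay system: Human Rad51 nucleoprotein filaments preassembled on unlabelled ssDNA | Reagent: Donor/quencher-labelled 47-bp dsDNA substrate | Doses: One concentration, 10 µM final | Times: 37 °C 15-min filament assembly, 30-min compound preincubation, 15-min exchange | Technique: Fluorescein emission 520 nm, excitation 485 nm | Benchmarks: Plate control and blank wells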
p47phox inh – p47phox (human) inhibition. P14598. p47phox/p22phox peptide binding, fluorescence polarization, 2 h. inhibition, % at 24.7 µM. 0.53% of 220,000 active;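 further: 0% = p47phox with labelled peptide and 100% = labelled peptide alone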
Target sequence (P14598 whole entry, looked up): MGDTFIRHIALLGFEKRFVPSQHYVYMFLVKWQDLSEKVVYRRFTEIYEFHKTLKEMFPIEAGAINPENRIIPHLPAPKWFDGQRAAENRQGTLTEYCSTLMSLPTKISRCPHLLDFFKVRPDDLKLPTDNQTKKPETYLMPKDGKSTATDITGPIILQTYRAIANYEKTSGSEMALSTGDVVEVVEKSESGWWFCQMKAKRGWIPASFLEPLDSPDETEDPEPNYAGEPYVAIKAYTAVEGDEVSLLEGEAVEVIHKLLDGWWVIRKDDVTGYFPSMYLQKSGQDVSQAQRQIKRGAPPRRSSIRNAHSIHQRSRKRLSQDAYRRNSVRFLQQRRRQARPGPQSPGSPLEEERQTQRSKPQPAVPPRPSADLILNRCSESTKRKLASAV
The depositor's hits bear a star; i = inactive; . = no result given; [ ] = another dose, or the depositor's remark.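 How the source made its calls, unless noted: active means inhibition above about 30% (limit read from the data); inactive means the rest.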 Rows were taken by chance; about 4.7% have a hit in one of these screens.

SMILES	EBV gp42 block	Furin inhibitor	thrombin 1536	hK5 inh	eIF4E 4G PPI	KCC2 mod	14-3-3 Bad PPI	Rad51 HR inh	p47phox inh
Fc1cc(F)cc(NC(=S)NCCCN2CCOCC2)c1	-5	-22	-8	.	-3	1.2	-5	6	-3
CCOC(=O)Cc1nn(Cc2nc(-c3ccc(C)cc3)cs2)c(=O)c2ccccc12	4	-18	0	1	-3	-0.73	-3	-10	1
CC1CCc2nn(CC(=O)NC3CCCC(C)C3C)cc2C1 (stereo unspecified)	0	-11	-7	0	5	-0.61	6	10	-8
NC(=O)c1cc[n+](CC(=O)c2ccc(NC(=O)c3ccccc3)cc2)cc1	-7	-16	-4	-5	-1	0.28	2	-5	5
CN1C(=O)C(O)(c2nnc(-c3ccccc3)o2)c2ccccc21 (stereo unspecified)	-7	-28	14	-4	-2	-0.48	-9	-2	3
CC(C)CNC(=S)NNC(=O)c1csc2c1CCC(C)C2 (stereo unspecified)	7	-20[20 µM]	-7	-219	2	-0.13	-8	10	-1
CC(C)CC(NC(=O)c1ccco1)C(=O)Nc1ccc2c(c1)OCCO2 (stereo unspecified)	-8	-20	-5	-8	-3	-0.63	-3	2	-8
Cc1cc(C)cc(SCc2noc(C(=O)NC(C)C)c2C(=O)O)c1	-11	-13[20 µM]	-8	-22	1	-0.67	15	1	-9
CC(C)(C)C(=O)Nc1nnc(CSCc2ccccc2F)s1	4	-27[20 µM]	-3	-14	0	-0.95	-5	6	-11
COc1ccc(CCNc2c3ccccc3nc3ccccc23)cc1OC	-4	-10	1	1	5	-0.18	0	24	-10
CCC(=O)Nc1ccc(NC(=O)CSc2nnc(C(C)C)n2C)cc1	-2	-8	14	15	3	-0.78	-8	8	2
Cc1cc(-c2ccc(Br)cc2)n[nH]1	-5	-21	7	-3	-1	-0.011	-7	20	-8
COc1ccc(C(=O)NCCSc2ccc(C)cc2)cc1	10	-1	-5	-13	-2	0.28	-13	2	-6
O=C(NCC1CCCO1)c1ccc(CSCc2cccc(F)c2)o1 (stereo unspecified)	-4	-10	-4	-5	3	-0.65	-13	0	-6
COc1cccc(Nc2cc(N3CCOCC3)c3nonc3c2[N+](=O)[O-])c1	-6	-16	1	-12	1	.	14	-4	-6
Cc1nc(SCC(=O)c2cccc([N+](=O)[O-])c2)n[nH]1	-13	-25[20 µM]	7	-20	-5	.	-5	9	0
O=C(CSc1nc2ccccc2c(=O)n1Cc1ccccc1)NCc1ccco1	-8	-11[20 µM]	5	-11	-6	0.33	33	-7	-2
O=C(N/N=C/c1cc([N+](=O)[O-])ccc1O)Nc1ccccc1	-10	-27	-8	3	1	-0.8	-17	-5	-11
Cc1nnc(NC(=O)c2ccccc2F)s1	-21	-23	-5	-12	0	.	10	6	10
COc1ccccc1OCC(=O)NCCc1nc2ccccc2[nH]1	1	-4	-5	-21	0	.	9	10	-4
Cc1cccc2cc(CN(Cc3ccc(F)cc3)C(=O)N3CCOCC3)c(=O)[nH]c12	-10	-14[20 µM]	1	0	-1	0.26	6	-8	-1
OCc1ccccc1N=c1ssnc1Cl	-15	-11	-6	3	-6	.	35	2	-1
C[C@@H](C(=O)Nc1cccc(S(=O)(=O)N2CCOCC2)c1)N1C(=O)C2CC=CCC2C1=O (stereo partly specified)	-4	-22	0	-6	-1	-0.21	-14	10	-17
Cc1ccc(C(CC(=O)N2CCCC2)c2ccccc2)c(O)c1C (stereo unspecified)	6	-19	-7	7	2	-1.3	7	-7	-1
CC12c3ccccc3C(c3ccccc31)C1C(=O)N(Cc3cccnc3)C(=O)[C@H]12 (stereo partly specified)	5	-11	4	-4	-1	-0.24	7	5	-2
Cc1cccc(-n2nc(CC#N)c(C#N)c2N)c1	7	-26	-2	-2	-3	-0.46	-9	-112	-31
O=C(NCc1ccco1)c1ccc2c(c1)C(=O)N(C1CCCCC1)C2=O	-2	-12[20 µM]	7	2	1	0.36	-5	5	2
CCOC(=O)c1oc2ccccc2c1NC(=O)COc1ccc(F)cc1	-9	-21	0	16	-3	.	9[fluorescence artefact?]	.	-1
O=C(Nc1ccccc1)N1CCC(c2ccccc2)C1 (stereo unspecified)	-5	-27	3	7	4	-1.1	-5	-6	-5
CC(=O)Nc1ccc(S(=O)(=O)Nc2nc3ccccc3nc2Nc2ccc(N)cc2)cc1	-2	-9	-3	-2	-4	0.55	0	i	-2
COc1cc(NC(=O)C2CC2)c(C(=O)O)cc1OC	-12	-21[20 µM]	2	5	-6	0.43	4	7	-19
O=C(NCCCN1CCN(c2cccc(Cl)c2)CC1)c1cccc(N2CCCC2=O)c1	-12	-18[20 µM]	1	-29	2	0.016	-2	10	-7
CCc1noc(C)c1C(=O)N1CCCC(CCC(=O)NCc2cccc(OC)c2)C1 (stereo unspecified)	0	-28	-3	-3	5	0.56	-12	24	2
O=C(NCC(=O)N(c1cccc(F)c1)C(C(=O)NC1CCCC1)c1ccco1)c1ccco1 (stereo unspecified)	-12	-13	-13	1	1	0.23	5	4	-2
O=C(COC(=O)c1cccs1)c1ccc2ccccc2c1	2	-24[20 µM]	-9	-11	4	0.9	-2[fluorescence artefact?]	5	-39
CCN(CC)c1ccc(C2N(C(=O)N3CCOCC3)CCN2S(=O)(=O)c2ccc(C)cc2)cc1 (stereo unspecified)	-5	-29[20 µM]	4	-5	.	.	.	-4	-2

Ordered by count of non-hydrogen atoms (low to high): 7 of the compounds above
SMILES	EBV gp42 block	Furin inhibitor	thrombin 1536	hK5 inh	eIF4E 4G PPI	KCC2 mod	14-3-3 Bad PPI	Rad51 HR inh	p47phox inh
Cc1cccc(-n2nc(CC#N)c(C#N)c2N)c1	7	-26	-2	-2	-3	-0.46	-9	-112	-31
O=C(Nc1ccccc1)N1CCC(c2ccccc2)C1 (stereo unspecified)	-5	-27	3	7	4	-1.1	-5	-6	-5
CCOC(=O)c1oc2ccccc2c1NC(=O)COc1ccc(F)cc1	-9	-21	0	16	-3	.	9[fluorescence artefact?]	.	-1
CCc1noc(C)c1C(=O)N1CCCC(CCC(=O)NCc2cccc(OC)c2)C1 (stereo unspecified)	0	-28	-3	-3	5	0.56	-12	24	2
O=C(NCCCN1CCN(c2cccc(Cl)c2)CC1)c1cccc(N2CCCC2=O)c1	-12	-18[20 µM]	1	-29	2	0.016	-2	10	-7
O=C(NCC(=O)N(c1cccc(F)c1)C(C(=O)NC1CCCC1)c1ccco1)c1ccco1 (stereo unspecified)	-12	-13	-13	1	1	0.23	5	4	-2
CCN(CC)c1ccc(C2N(C(=O)N3CCOCC3)CCN2S(=O)(=O)c2ccc(C)cc2)cc1 (stereo unspecified)	-5	-29[20 µM]	4	-5	.	.	.	-4	-2

Additional results
SMILES	EBV gp42 block	Furin inhibitor	thrombin 1536	hK5 inh	eIF4E 4G PPI	KCC2 mod	14-3-3 Bad PPI	Rad51 HR inh	p47phox inh
CC(C)Oc1ccc(C2c3c(oc4ccccc4c3=O)C(=O)N2CCCN2CCOCC2)cc1 (stereo unspecified)	-14	-8	-5	-21	-6	-0.054	-11	5	-11
CCOc1ccc(C2CC(c3cccc(Cl)c3)n3nc(N)nc3N2)cc1 (stereo unspecified)	-15	-22	2	-3	-1	-0.83	2	-5	-14
COc1ccccc1C(=O)CSc1n[nH]c(N)n1	-14	-20[20 µM]	1	4	-4	-1.8	-2	-2	-6
COc1ccc(NC(=O)CC2C(=O)N(c3cccc(OC)c3)C(=O)N2C(C)C)cc1 (stereo unspecified)	-7	-19	-9	-3	-1	-0.7	-20	0	-2
O=C1NN(c2ccccc2)C(=O)C2C3C=CC(C4CC34)C12 (stereo unspecified)	1	-11[20 µM]	4	16	-1	-0.52	0	-2	-9
O=C(CSc1nnnn1-c1cccc2ccccc12)NC(C(=O)O)(c1ccccc1)c1ccccc1	1	-25	-4	.	-4	0.92	-20	15	-6
CCOC(=O)C(=O)/C(C#N)=C/Nc1ccccc1	3	-24[20 µM]	4	-5	0	0.72	41	0	5
Cc1cc(Cl)c(S(=O)(=O)N/N=C/c2ccc3c(c2)OCO3)c(Cl)c1	-8	-17	3	-1	3[fluorescence artefact?]	-1.6	-10	.	-9
O=C(NCc1cccnc1)c1ccc(Cl)c(Cl)c1	-12	-21[20 µM]	-6	3	2[fluorescence artefact?]	0.89	8[fluorescence artefact?]	-10	-2
CSc1ccc(Cl)c(C(=O)OCC(=O)Nc2ccccc2OC(F)F)c1	-15	-23	-1	-11	1	0.0038	-7[fluorescence artefact?]	.	-21
CCN1CCN(CCNC(=O)c2ccc(/C=C3\Sc4ccccc4N(Cc4ccccc4F)C3=O)cc2)CC1	5	-19	-21	-7	30	0.2	59	-3	86*
CCOC(=O)Cn1c(=O)oc2cc(S(=O)(=O)Nc3ccc(N(CC)CC)cc3C)ccc21	-2	-5	-8	15	6	-0.2	-3	1	-4
C=CCN1C(=O)/C(=C/c2ccc(O)cc2)S/C1=N/c1nccs1	-58	-12	-5	-15	13	0.4	-2	.	-73
Cc1cccc(N(CC(=O)N2CCOCC2)S(C)(=O)=O)c1	0	-11[20 µM]	-5	8	-5	-0.4	-3[fluorescence artefact?]	-1	5
CC(=O)Nc1ccc(O)c(-c2nc3ccccc3s2)c1	-13	-14	2	-8	8	-0.044	-5	0	-14
CCS(=O)(=O)c1ccc2oc(Nc3cccc(OC)c3)nc2c1	5	-26	-2	1	-1	-0.72	-12	3	-15
CCSc1nnc([C@@H]2CCCN2C(=O)OC(C)(C)C)o1	-37	-19	-4	-9	4	0.14	-4[fluorescence artefact?]	1	-16
C=CCSc1nnc(NC(=O)CSc2nnc(C)s2)s1	-4	-11[20 µM]	1	14	1[fluorescence artefact?]	1.1	0	6	-12
COc1cc(/C=C2/CCCC(C(=O)C(F)(F)F)=C2O)ccc1O	-15	-9	-7	0	-1	0.99	1	.	-14
COc1ccc(CN(C(=O)CO/N=C/c2ccccc2)c2ccccc2C(=O)O)cc1	-12	-14	-6	-15	3[fluorescence artefact?]	-0.039	-12[fluorescence artefact?]	3	-4
O=C(NCC1CC1)C1CCCN(S(=O)(=O)c2ccc(-n3cnnn3)cc2)C1 (stereo unspecified)	-5	-28	-2	-5	5	0.059	4	-1	-17
Fc1cccc(Cl)c1-c1nnc2ccc(N3CCOCC3)nn12	-17	-13[20 µM]	5	-12	-4[fluorescence artefact?]	.	-9[fluorescence artefact?]	-2	-7
CCOC(=O)C1=C(CSc2nnnn2C)N(C)C(=O)NC1c1ccccc1 (stereo unspecified)	-2	-15[20 µM]	-1	8	0	.	-4[fluorescence artefact?]	12	-3
CC(=O)Nc1ccc(C2C(=O)c3ccccc3C2=O)cc1	-5	-16	-12	2	4	-0.36	2	.	-4
COc1ccc(/C=C/C(=O)Oc2ccc(/C=N\NC(=O)c3ccc(F)cc3)cc2)cc1	11	-5	26	6	8	1	67	3	-56
CCC(C)(C)NCC(=O)Nc1ccc(OC(F)(F)F)cc1	-11	0[20 µM]	2	3	1	0.95	-1	-6	-3
Cc1ccc(-n2cccn2)c([C@@H]2C[C@H]3CN(C)C(=O)[C@]34CCCN24)c1	-4	-13	-2	.	4	0.029	-1	.	5
CCCS(=O)(=O)N1CCCC(C(=O)NCCCOC(C)C)C1 (stereo unspecified)	-8	-10	2	-16	0	0.31	12	-4	-3
CCOC(=O)C1CCCN(Cc2nc(N)nc(Nc3ccc(OC)cc3)n2)C1 (stereo unspecified)	-8	-14[20 µM]	-4	-7	3	-0.71	3	5	-13
CCN(CC)S(=O)(=O)c1ccc(NC(=O)COc2nc3ccccc3nc2N2CCOCC2)cc1	-2	-21	-8	-9	-1	0.2	-1[fluorescence artefact?]	-12	-11
CCn1ccnc1CN1CCc2c([nH]c3ccccc23)C1C(C)(C)C (stereo unspecified)	8	-10	-4	2	0	.	-6	.	-12
